GAA glycogen: GAA glycogen-cleavage inhibition or activation; P10253; recombinant GAA, glycogen substrate, Amplex Red glucose oxidase fluorescence; Potency, µM (doses to about 76.4 µM), for the others: at the top dose activity change, negative = inhibition, hits mostly inhibitors; 0.38% of 300,000 active; AID 2100;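 note: 0% = full enzyme reaction and -100% = no-enzyme basal signal; the screen sought inhibitors and activators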
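Natural-substrate format: glycogen cleavage by 4 nM human enzyme, glucose read by Amplex Red coupling (Ex 573, Em 610 nm). Normalized to enzyme and no-enzyme controls.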
TR SRC2 fluor cs: counter-screen for TRb-SRC2 inhibitors: fluorescence interference; Potency, µM (titrated, usually from 106 µM), for inactives: at the top dose fluorescence change, negative = quenching; 0.29% of 280,000 active; AID 1479; TRb/SRC2 Texas Red total fluorescence interference; active = well fitted curve in either direction with a large enough effect; inconclusive = small, poorly fitted or top-dose-only effect
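Human TRβ ligand-binding domain (0.6 uM) and Texas Red SRC2 peptide (20 nM) in Tris buffer with 1 uM T3 and 5% DMSO were incubated with pinned compound for 5 hr at ambient temperature. Total fluorescence was computed as S + 2P (555/632 nm).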
TRb SRC2 PPI: disrupts binding of human TR beta to SRC2; TRbeta-SRC2 peptide binding, fluorescence polarization; receptor liganded with 1 µM T3; AID 1469; 0.065% of 280,000 active; Potency, µM (top dose mostly 106 µM), for inactives: at the top dose activity change, negative = inhibition, actives largely listed as inhibitors;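 note: plate controls were bound peptide for no effect and peptide without receptor for full effect; nearly all actives have a fitted effect of over 50% in size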
Target sequence (P10828 whole entry, looked up): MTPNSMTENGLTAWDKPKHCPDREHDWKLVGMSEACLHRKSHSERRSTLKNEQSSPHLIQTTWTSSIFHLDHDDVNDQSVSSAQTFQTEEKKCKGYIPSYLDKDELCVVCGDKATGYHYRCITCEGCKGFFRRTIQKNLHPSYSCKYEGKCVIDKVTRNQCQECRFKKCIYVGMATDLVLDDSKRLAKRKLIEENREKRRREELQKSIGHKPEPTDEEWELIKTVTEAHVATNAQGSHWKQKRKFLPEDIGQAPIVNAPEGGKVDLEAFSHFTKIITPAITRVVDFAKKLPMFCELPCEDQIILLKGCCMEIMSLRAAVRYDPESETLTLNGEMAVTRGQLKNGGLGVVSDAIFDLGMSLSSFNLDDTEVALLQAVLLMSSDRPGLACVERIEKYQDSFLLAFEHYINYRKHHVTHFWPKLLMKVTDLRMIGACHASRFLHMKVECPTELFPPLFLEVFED
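Decrease in fluorescence polarization of 20 nM Texas Red SRC2 coactivator peptide flagged inhibition of its binding to 0.6 uM TRb LBD; 1 uM T3 included, incubation 5 hr, ex 555/em 632 nm.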
Active calls of the source: *; ? = inconclusive; & = joins results of further samples; [ ] = another dose, or the depositor's remark. Unless noted, calls come from the whole dose curve; as a rule, active = well fitted curve in the direction sought with a large enough effect; inconclusive = small, poorly fitted or top-dose-only effect, or another doubt; inactive = no such curve, though single readings can be large; an effect the other way counts as inactive or inconclusive. Unless noted, % is set by controls: 0 for no effect and ±100 for the full control effect; potency is the fitted concentration of half-maximal effect.

The first eleven records (preview)
SMILES | GAA glycogen | TR SRC2 fluor cs | TRb SRC2 PPI
CCOC(=O)c1c(-c2ccccc2)csc1NC(=O)c1cc(-c2cccc(Cl)c2)on1 | 13%[76.3 µM] | -7% | 5%
COc1ccc(C2C(C(=O)Nc3ccc(C)cc3C)=C(C)Nc3nc(SCc4cccc(C)c4)nn32)c(OC)c1 (stereo unspecified) | -3%[76.3 µM] | 6% | -11%
CCc1ccc(OCc2nc(-c3ccc(OC)c(OC)c3)no2)c(Br)c1 | -12%[76.3 µM] | -5% | 7%
Nc1nonc1C(=O)NCCNCc1ccccc1F | 14%[76.3 µM] | -20% | 8%
CCc1nc(SC)ncc1C(=O)N1CCN(c2cc(C)ccc2C)CC1 | -11%[76.3 µM] | ? | -1%
COc1cccc(-n2cc(C(=O)Nc3cc(OC)c(OC)c(OC)c3)c3ccccc3c2=O)c1 | -6%[76.3 µM] | 9% | 8%
COc1cc(OC)cc(C(=O)N2CC(=O)Nc3ccc(Cl)cc3C2c2ccccc2)c1 (stereo unspecified) | -8%[76.3 µM] | 0% | 9%
CCOc1ccc(CCNC(=O)c2nn(C)c3c2CSc2ccccc2-3)cc1 | -3%[76.3 µM] | -2% | -10%
COc1cc(C(=O)NCCSc2c(-c3ccccc3)[nH]c3ccccc23)cc(OC)c1OC | -9%[76.3 µM] | -4% | -5%
Cc1ccc(NC(=O)c2ccc(CN3CC(=O)N4CCCCC4C3=O)cc2)cc1C (stereo unspecified) | -6%[76.3 µM] | ? | -17%
CCCCN1C(=O)C(O)(CC(=O)c2ccc(CC)cc2)c2cc(Br)ccc21 (stereo unspecified) | -16%[76.3 µM] | -3% | 6%

The whole of this part (from the top)
SMILES | GAA glycogen | TR SRC2 fluor cs | TRb SRC2 PPI
CCOC(=O)c1c(-c2ccccc2)csc1NC(=O)c1cc(-c2cccc(Cl)c2)on1 | 13%[76.3 µM] | -7% | 5%
COc1ccc(C2C(C(=O)Nc3ccc(C)cc3C)=C(C)Nc3nc(SCc4cccc(C)c4)nn32)c(OC)c1 (stereo unspecified) | -3%[76.3 µM] | 6% | -11%
CCc1ccc(OCc2nc(-c3ccc(OC)c(OC)c3)no2)c(Br)c1 | -12%[76.3 µM] | -5% | 7%
Nc1nonc1C(=O)NCCNCc1ccccc1F | 14%[76.3 µM] | -20% | 8%
CCc1nc(SC)ncc1C(=O)N1CCN(c2cc(C)ccc2C)CC1 | -11%[76.3 µM] | ? | -1%
COc1cccc(-n2cc(C(=O)Nc3cc(OC)c(OC)c(OC)c3)c3ccccc3c2=O)c1 | -6%[76.3 µM] | 9% | 8%
COc1cc(OC)cc(C(=O)N2CC(=O)Nc3ccc(Cl)cc3C2c2ccccc2)c1 (stereo unspecified) | -8%[76.3 µM] | 0% | 9%
CCOc1ccc(CCNC(=O)c2nn(C)c3c2CSc2ccccc2-3)cc1 | -3%[76.3 µM] | -2% | -10%
COc1cc(C(=O)NCCSc2c(-c3ccccc3)[nH]c3ccccc23)cc(OC)c1OC | -9%[76.3 µM] | -4% | -5%
Cc1ccc(NC(=O)c2ccc(CN3CC(=O)N4CCCCC4C3=O)cc2)cc1C (stereo unspecified) | -6%[76.3 µM] | ? | -17%
CCCCN1C(=O)C(O)(CC(=O)c2ccc(CC)cc2)c2cc(Br)ccc21 (stereo unspecified) | -16%[76.3 µM] | -3% | 6%
CC(=O)c1ccc(NC(=O)C2=CC(c3ccc(C)cc3)=NS(=O)(=O)N2C)cc1 | -13%[76.3 µM] | 1% | 1%
COC(=O)CC1Oc2ccc(Cl)cc2-n2cc(-c3ccc(C)cc3)nc21 (stereo unspecified) | -5%[76.3 µM] | 22µM*[quencher] | -8%
CC1CCN(c2nc3c(S(=O)(=O)c4ccc(Cl)cc4)nnn3c3ccsc23)CC1 | -10%[76.3 µM] | 1% | 2%
CC(=O)c1cccc(NC(=O)c2nc(-c3ccc(C)cc3)n3c2CCCCC3)c1 | -11%[76.3 µM] | 6% | 7%
Cc1ccc(NC(=O)c2c(NC(=O)c3ccco3)sc3c2CCC(C(C)(C)C)C3)c(C)c1 (stereo unspecified) | 8%[76.3 µM] | 1% | 0%
Cc1nn(Cc2noc(C(=O)NCc3cccc(F)c3)n2)c(C)c1Br | -2%[76.3 µM] | -5% | 4%
CCc1ccc(NC(=O)CSc2nc3nccnc3c(=O)n2CCc2c[nH]c3ccccc23)cc1 | -4%[76.3 µM] | 6% | 0%
CCOC(=O)c1cnc2c(C)cc(C)cc2c1Nc1ccc(OCc2ccccc2)cc1 | -6%[76.3 µM] | -1% | 9%
COc1ccc(-c2cn3nc(N4CCCC(C(=O)Nc5ccc(C)c(C)c5)C4)sc3n2)cc1 (stereo unspecified) | 5%[76.3 µM] | -12% | 4%
COc1ccccc1N1CCN(C(=O)CCS(=O)(=O)c2ccc3c(c2)oc(=O)n3C)CC1 | -4%[76.3 µM] | -4% | 0%
Cc1ccc(NC(=O)C2CCCN(S(=O)(=O)c3cccc4cccnc34)C2)c(C)c1 (stereo unspecified) | 11%[76.3 µM] | 0% | -1%
COc1cccc(NC(=O)c2sc3nc(C)c(C(=O)Nc4ccc(C)cc4C)c(-c4ccc(Br)cc4)c3c2N)c1 | -2%[76.3 µM] | -2% | -4%
Cc1c2cnn(CC(=O)NC(C)C)c(=O)c2c(C)n1Cc1cccc(Cl)c1 | 13%[76.3 µM] | -1% | 9%
COc1ccc(-c2noc(CSc3nnc(-c4ccc(Cl)cc4)n3C)n2)cc1OC | -1%[76.3 µM] | 6% | -5%
Cc1cc(O)c(-c2ccnc3cc(-c4ccccc4)nn23)cc1Cl | -5%[76.3 µM] | 11µM*[quencher] | -6%
CC(=O)c1ccc(NC(=O)CCc2c(C)nn(-c3ccc(N4CCOCC4)nn3)c2C)cc1 | -2%[76.3 µM] | -2% | -4%
O=C(Cn1c(-c2cccs2)cc2ccccc21)NCCCN1CCN(c2ccc(F)cc2)CC1 | -10%[76.3 µM] | 63µM*[quencher] | ?
Cc1c(CNC2CCCCCC2)c(C(=O)O)c(C)n1Cc1ccc(F)cc1Cl | -13%[76.3 µM] | -1% | 6%
O=C(Cn1ncc2c(Cl)cccc21)NCc1cccc(Cl)c1 | 15%[76.3 µM] | 1% | -5%
COc1ccc(CNC(=O)CN2C(=O)COc3ccc(S(=O)(=O)N4CCOCC4)cc32)cc1 | 14%[76.3 µM] | -2% | 1%
CC(C)OCCCNC(=O)c1nn(C)c2c1CSc1ccccc1-2 | -7%[76.3 µM] | -1% | -5%
COC(=O)c1c(NC(=O)C(C)Oc2ccc(Cl)cc2Cl)sc2c1CCCC2 (stereo unspecified) | -5%[76.3 µM] | ? | -5%
COc1ccc(C(=O)Oc2c(Sc3ccc(Cl)cc3)c(C)nn2C(C)(C)C)cc1OC | -9%[76.3 µM] | -1% | -5%
CSc1ncc(C(=O)NCc2ccc(C)cc2)c(-c2ccccc2)n1 | 8%[76.3 µM] | 7% | 0%
Cc1ccc(-n2c(=O)c3ccc(C(=O)NCc4ccco4)cc3n(Cc3ccc(Cl)cc3)c2=O)cc1 | 21%[76.3 µM] | -2% | -8%
COc1ccc(CCNC(=O)c2cccc(Nc3nc4ccccc4nc3-n3nc(C)cc3C)c2)cc1OC | 0%[76.3 µM] | -2% | 1%
CC(C)(C)c1ccc(-c2nc3cc(NC(=O)c4cc5ccccc5o4)ccc3o2)cc1 | 14%[76.3 µM] | -15% | -1%
COc1ccc(N2Cc3cccc(C(=O)Nc4ccc(C)cc4)c3C2=O)cc1 | 8%[76.3 µM] | -1% | 0%
Cc1ccc(N2CCN(c3c(CN4CCCC4)c(=O)oc4ccccc34)CC2)c(C)c1 | 0%[76.3 µM] | -3% | 2%
COc1ccc(NC(=O)Cn2cc(S(=O)(=O)c3ccc(C)cc3)c(=O)c3ccccc32)cc1OC | -5%[76.3 µM] | 1% | 0%
CN(C)c1ccc(CNC(=O)C(Cc2ccccc2)NS(=O)(=O)c2ccc3c(c2)oc(=O)n3C)cc1 (stereo unspecified) | -4%[76.3 µM] | 2% | 1%
Cc1nc2nc(SCC(=O)NCc3ccccc3Cl)nn2c(C)c1Cc1ccccc1 | 4%[76.3 µM] | 0% | -5%
CCCCOc1ccc(NC(=O)c2cc3c(n(-c4ccc(Cl)cc4)c2=O)CCCC3=O)cc1 | -1%[76.3 µM] | 4% | -14%
Cc1ccc(CCNC(=O)c2ccc(CS(=O)(=O)c3ccc(Br)cc3)o2)cc1 | 19%[76.3 µM] | 2% | -3%
CCOC(=O)C1CCCN(S(=O)(=O)c2cc(Br)cc3c2N(C(=O)CC)CC3)C1 (stereo unspecified) | -7%&-12%[76.3 µM] | -2% | 5%
CCOC(=O)c1cc(-c2ccc(C)cc2)n(CCC(=O)NCCc2ccc(C)cc2)c1C | -11%[76.3 µM] | 1% | -5%
Cc1ccc(N(Cc2cccs2)C(=O)c2ccc(OC(C)C)cc2)cc1 | -14%[76.3 µM] | ? | -18%
CC1=Nc2cc(C(=O)NC(C)C)ccc2Sc2ccc(C)cc21 | -1%[76.3 µM] | 0% | 3%
Cc1cccc(CSCCNC(=O)CN(c2ccccc2)S(=O)(=O)N(C)C)c1 | -3%[76.3 µM] | 9% | 6%
Cc1cc(Br)cc(C)c1NC(=O)c1cnc2ccccn2c1=O | -19%[76.3 µM] | 2% | -6%
COc1ccc(-c2cc(C(=O)Oc3ccc(C)cc3)c3ccccc3n2)cc1 | -9%[76.3 µM] | 10% | -1%
CC1(C)N=C(c2ccc(F)cc2)C(=O)N1CC(=O)Nc1ccccc1Cl | 3%[76.3 µM] | 0% | -1%
COc1ccc(NC(=O)CC2C(=O)N(c3ccc(OC)cc3)C(=O)N2CCC2=CCCCC2)cc1 (stereo unspecified) | 2%[76.3 µM] | 0% | 2%
COC(=O)c1ccccc1NC(=O)c1nn(C)c2c1COc1ccccc1-2 | -1%[76.3 µM] | -1% | 5%
Cc1ccc(-n2nc(CO)c(C(=O)NCc3cccs3)n2)cc1C | 12%[76.3 µM] | -1% | -7%
COc1ccc(NC(=O)[C@@H](c2ccccc2)N2Cc3ccccc3C2=O)cc1OC | 11%[76.3 µM] | -2% | -7%
Cc1ccc(C)c(Cn2c(=O)n(-c3ccc(F)cc3)c(=O)c3sc4ccccc4c32)c1 | 12%[76.3 µM] | -2% | -5%
COC(=O)c1cc2sc(C)cc2n1CC(=O)Nc1ccc(C)cc1Cl | 0%[76.3 µM] | -8% | -4%
CC(=O)N1CCC2(CC1)OC(=O)C(C)=C2C(=O)NCc1ccccc1Cl | -11%[76.3 µM] | 6% | 2%

Next section:
SMILES | GAA glycogen | TR SRC2 fluor cs | TRb SRC2 PPI
Cc1ccc(CCNC(=O)CCCn2c(=O)c3ccccc3n(Cc3ccccc3C#N)c2=O)cc1 | -15%[76.3 µM] | 3% | 1%
CCc1ccc(NC(=O)Cn2c(=O)oc3cc(S(=O)(=O)N4CCCCCC4)ccc32)cc1 | -5%[76.3 µM] | -3% | 7%
Cc1ccc(OCC(=O)NCC(c2ccc(Cl)cc2)N2CCOCC2)cc1C (stereo unspecified) | -2%[76.3 µM] | 6% | -2%
COc1ccc(C(=O)N(Cc2cc(OC)c(OC)c(OC)c2)CC2CCCO2)cc1 (stereo unspecified) | 5%[76.3 µM] | -1% | -2%
COc1cccc(C(=O)CC2(O)C(=O)N(Cc3ccccc3)c3ccccc32)c1 (stereo unspecified) | -8%[76.3 µM] | 1% | 0%
Fc1ccc(C2=NC(c3cccc(C(F)(F)F)c3)=Nc3ccccc3N2)cc1 | 12%[76.3 µM] | 0% | 6%
CCCCn1cnc2cc(NCc3ccc(OCC)cc3)ccc21 | -16%[76.3 µM] | -1% | -2%
COC(=O)c1c(NC(=O)c2cc(OC)c(OC)c(OC)c2Br)sc2c1CCC(C)C2 (stereo unspecified) | -10%[76.3 µM] | -1% | 5%
O=c1c2c3c(sc2n(Cc2ccccc2F)c(=O)n1-c1ccc(Cl)cc1)CCCC3 | 3%[76.3 µM] | -1% | 4%
COc1ccc(-n2c(SCc3nc(-c4ccc(Cl)cc4)no3)nnc2-c2ccncc2)cc1 | -1%[76.3 µM] | 7% | 1%
COc1ccc2c(c1)c(=O)c(S(=O)(=O)c1ccc(C)cc1)cn2Cc1ccccc1C | 11%[76.3 µM] | -1% | 2%

High-throughput results deposited in PubChem by National Center for Advancing Translational Sciences (NCATS).

Not all compounds are listed (hit frequency here may not be typical).
